Screening results (PubChem BioAssay)
IDE inh: inhibits human insulin-degrading enzyme in HEK cells; P14735; FAbetaB cleavage, fluorescence polarization; inhibition, % at 5.59 µM; 320,000 tested, 0.41% active;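 active means percent inhibition above the average of all tested compounds plus 3 SD, set per screening campaign, cut at about 16% in these data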;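 further: IDE supplied by intact live HEK cells; FP after avidin binding of uncleaved biotin substrate so inhibition keeps polarization high; 0% = DMSO wells and 100% = 60 µM reference IDE inhibitor Ii1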
GalR3 antag: blocks the human galanin receptor 3; 360,000 tested, 0.44% active; inhibition, % at 3 µM; O60755; HEK293 GalR3-CNG cAMP membrane potential fluorescence; galR3 body fused to GalR1 C-terminus;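 active means inhibition above the screen-wide average plus 3 SD, cut at about 13% in these data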;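 further: forskolin and galanin both at EC90 stimulate the cells; cAMP rise reported by CNG channel membrane potential dye signal; 0% = forskolin plus galanin with DMSO and 100% = forskolin alone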
Target sequence (O60755 1-299 limits assumed): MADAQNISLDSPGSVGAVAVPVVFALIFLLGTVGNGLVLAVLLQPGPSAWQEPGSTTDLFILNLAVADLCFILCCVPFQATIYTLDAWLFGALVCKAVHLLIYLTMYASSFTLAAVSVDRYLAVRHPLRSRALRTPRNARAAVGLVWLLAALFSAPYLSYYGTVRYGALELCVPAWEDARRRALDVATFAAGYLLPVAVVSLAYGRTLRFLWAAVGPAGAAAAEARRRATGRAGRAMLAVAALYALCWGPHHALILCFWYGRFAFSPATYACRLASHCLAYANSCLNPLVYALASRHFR
SUMO HTRF inh: inhibitors of human SUMOylation (UBC9); P63279; HTRF SUMOylation assay, SAE1/SAE2 + UBC9, in vitro; inhibition, % at 35 µM; 290,000 tested, 0.36% active; in the data active means inhibition above about 50%, passing the limit was not always enough; further: strong numbers were not always called active
Target sequence (P63279 whole entry, looked up): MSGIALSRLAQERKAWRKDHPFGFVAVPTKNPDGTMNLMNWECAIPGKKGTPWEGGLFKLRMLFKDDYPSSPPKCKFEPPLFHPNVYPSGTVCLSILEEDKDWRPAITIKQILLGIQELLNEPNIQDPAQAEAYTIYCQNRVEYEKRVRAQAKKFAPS
IDE cell activ: IDE (human) activation, cell-based. P14735. HEK cells, FAbeta-B cleavage, fluorescence polarization; 0% vehicle, 100% cell-free pure enzyme wells. activation, % at 5.96 µM. 340,000 tested, 0.073% active;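 active means activation above the mean of all tested compounds plus 3 SD, set per screening campaign, cut at about 17% in these data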
IMP-1 inh: blocks Pseudomonas aeruginosa IMP-1 metallo-beta-lactamase; inhibition, % at 5.6 µM; 290,000 tested, 0.45% active; purified IMP-1, nitrocefin hydrolysis, epi-absorbance fluorescence;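 active means inhibition above the mean plus 3 SD of all compounds in the same screening run, cut at about 4.5% in these data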;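 further: 0% = IMP-1 with DMSO and 100% = DMSO wells lacking enzyme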
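System: purified recombinant IMP-1 beta-lactamase. Medium: Zinc- and detergent-supplemented HEPES buffer, pH 7.1. Compound: one 5.6 µM dose […]. Schedule: 15 min preincubation plus 25 min reaction at 25 °C. Technique: Epi-absorbance fluorescence, 480 nm excitation, 530 nm emission.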
p-CIP stab down: lowers stability of the mouse p/CIP coactivator protein | Q05BA5 | F442A p/CIP-EGFP cells, EGFP fluorescence, 16 h | decrease of EGFP signal, % at 10 µM | 290,000 tested, 0.01% active | AID 1984;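 active means EGFP signal decrease of at least 30% at 10 µM or well 3 SD below plate mean, unless failing retest; inactive means the rest, including hits failing retest or dose response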; further: some compounds called inactive have numbers as strong as hits; many of its hits are not listed in these tables
NS3 helicase inh: inhibitors of Hepatitis C virus NS3 helicase; NS3 helicase DNA unwinding, Cy5 molecular beacon fluorescence; inhibition, % at 10.9 µM; 290,000 tested, 0.56% active; AID 1800;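 active means inhibition above the mean of all tested compounds plus 3 SD, set per campaign, cut at about 35% in these data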;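 further: 0% = DMSO wells and 100% = thioflavine S control wells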
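System: Hepatitis C virus NS3 helicase domain fragment enzyme | Reagent: Annealed dual-labelled DNA beacon duplex, ATP-started | Compound dosing: 10.9 µM single point, 0.8% DMSO | Incubation: 1 h reaction at 25 °C, ATP-initiated | Technique: Cy5 fluorescence | Evaluation: Percent inhibition from t60/t0 fluorescence ratio | Benchmarks: Low DMSO, high thioflavine S at 110 µM | Replication: Singlicate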
CRFBP-R2 block: blocks CRF-induced signaling of the CRF-BP/CRF-R2 complex. HEK293 CRF-R2/CRF-BP, CRF-induced calcium fluorescence. inhibition, % at 11.8 µM. 350,000 tested, 0.59% active. AID 588475;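 active means inhibition of the ligand-induced calcium signal above about 50% at the single tested concentration, limit read from the data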
VIM-2 inhibitor: inhibitors of Pseudomonas aeruginosa VIM-2 metallo-beta-lactamase; purified VIM-2, nitrocefin hydrolysis, epi-absorbance fluorescence; inhibition, % at 5.6 µM; 290,000 tested, 0.89% active;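 active means inhibition above the mean of all tested compounds plus 3 SD, cutoff set per screening run, cut at about 7.5% in these data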;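 further: red hydrolysis product quenches plate fluorescence so inhibitors raise well fluorescence; 0% = enzyme with DMSO and 100% = DMSO without enzyme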
* = called active by the depositor; x = not tested or not shown.

SMILES	IDE inh	GalR3 antag	SUMO HTRF inh	IDE cell activ	IMP-1 inh	p-CIP stab down	NS3 helicase inh	CRFBP-R2 block	VIM-2 inhibitor
COC(=O)c1cc(Br)ccc1NC(=O)CCNC(=O)c1ccco1	-2.1	-9.0	8.4	-0.6	-1.5	-9.9	-9.6	11.7	-1.1
COc1ccc(/C=N/n2c(-c3n[nH]c4c3CCC4)n[nH]c2=S)cc1	7.0	0.7	11.0	-4.0	-2.9	1.1	-5.5	100.3*	-2.0
Cc1c(NC(=O)CSc2nc3ccccc3s2)c(=O)n(-c2ccccc2)n1C	4.1	-2.9	19.5	-3.0	-3.8	-2.9	3.0	33.2	-7.2
CCOc1ccc2ccccc2c1C1NC(=O)NC(C)=C1C(=O)OCCOC (stereo unspecified)	1.8	-9.0	18.8	3.9	-3.5	-15.7	-0.7	11.3	-1.9
CCC(=O)Nc1nc2c(OC)ccc(OC)c2s1	-0.7	x	2.3	-0.1	4.9*	10.5	-6.1	16.7	-0.5
Cc1cccc(C(=O)OC(C)CN2CCN(C)CC2)c1 (stereo unspecified)	-0.9	0.2	2.8	2.9	-6.6	-1.9	-5.2	0.7	-6.3
CC1=NCCN1S(=O)(=O)c1ccc(Br)c(C)c1	3.3	-0.1	6.3	1.1	0.4	4.3	-33.3	-7.2	-2.2
O=S1(=O)CCOC[C@H](CC2CCCCC2)N1Cc1ccccc1	6.3	-6.5	7.6	1.1	-2.1	-12.2	3.0	-12.9	-2.2
CCOC(=O)C1(Cc2cccc(F)c2)CCN(C(=O)C2CCC2)CC1	0.4	-7.1	7.9	2.1	-1.5	-8.1	0.4	12.7	0.8
Cc1ccc(C(=O)NCc2ccco2)cc1S(=O)(=O)N1CCOCC1	3.1	-4.2	9.1	0.3	-1.1	-17.1	-2.3	10.5	0.2
CCN1CCN(c2nc3c(c(=O)n(C)c(=O)n3C)n2CCSc2nccc(C)n2)CC1	3.1	-4.8	29.0	4.0	-3.1	-2.0	11.3	-11.4	-0.4
Cc1cc(Nc2ccccc2)nc(N2CCN(C(=O)c3ccc4c(c3)OCO4)CC2)n1	-6.0	-0.1	x	5.0	x	x	x	-27.1	x
O=C(O)CCn1[nH]c(=O)ccc1=O	6.5	-1.1	9.1	3.2	-2.9	-6.4	-9.5	1.5	-3.3
N#Cc1ccncc1S(=O)c1ccc(Cl)cc1 (stereo unspecified)	3.6	-11.5	14.0	-3.1	-3.3	-5.2	-2.7	-16.8	-2.1
CCCN1CCN(C(=O)CCc2nnc3ccc(N4CCN(c5cccc(OC)c5)CC4)nn23)CC1	2.9	3.0	0.0	0.9	-1.9	2.7	-10.3	-13.7	-0.7
COCCNC(=O)C(c1ccc(O)cc1)N(Cc1cccs1)C(=O)CCC(=O)Nc1ccccn1 (stereo unspecified)	0.5	-2.3	11.7	3.0	-3.2	-4.5	10.2	-5.4	-4.2
Cc1cc(=O)[nH]c(N/N=C/c2c(F)c(F)c(F)c(F)c2F)n1	3.1	-7.3	5.8	-0.2	-5.6	0.9	1.2	4.2	-3.5
CN1CCN(S(=O)(=O)c2cccc(C(=O)N(C)C(c3ccccc3)c3ccccc3)c2)CC1	5.9	-2.2	x	3.0	x	x	x	7.1	x
O=C(Nc1ccc(Oc2ccccc2)nc1)C1CCCCN1Cc1ccc(O)cc1 (stereo unspecified)	3.6	-2.9	1.5	0.6	-1.6	-13.4	-19.4	x	-1.4
CCC(C)(C)NC(=O)C(c1ccc(C)cc1)N(CCN1CCOCC1)C(=O)CNC(=O)c1cccs1 (stereo unspecified)	-1.1	-1.7	-6.0	5.3	-2.5	-1.3	6.1	-10.7	-0.6
CC12CCC(C(=O)Nc3cc(F)ccc3F)(CC1=O)C2(C)C (stereo unspecified)	1.4	-1.7	11.5	4.1	-2.8	-6.2	0.1	-1.2	-2.6
COc1ccc(CCNC(=O)COC(=O)c2ccc(N3CCCC3=O)cc2)cc1	-1.6	-2.2	2.5	5.6	-1.3	-1.9	3.2	-19.6	-2.6
Nc1nc(SCc2ccc3c(c2)OCO3)n[nH]1	6.3	1.2	4.7	3.7	-2.5	-14.1	-3.1	-0.8	0.0
C=CCNC(=S)N/N=C/c1ccc(-c2ccc(Br)cc2)o1	3.5	0.6	4.1	3.2	-3.2	8.9	15.0	-36.8	-6.6
CN(C)/C=N/S(=O)(=O)c1cccn1-c1ncc(C(F)(F)F)cc1Cl	0.9	-5.7	5.4	5.3	-2.4	-5.7	-5.7	3.7	-0.5

(more compounds)
SMILES	IDE inh	GalR3 antag	SUMO HTRF inh	IDE cell activ	IMP-1 inh	p-CIP stab down	NS3 helicase inh	CRFBP-R2 block	VIM-2 inhibitor
Cc1cc2nc(CS(=O)(=O)c3ccccc3)cc(=O)n2[nH]1	-1.7	0.4	-3.0	2.3	-3.5	-2.9	10.5	9.7	-2.6
O=C(NCCCC1CCCC1)C1CCC(=O)N(Cc2cccc(C(F)(F)F)c2)C1 (stereo unspecified)	x	-3.7	-4.3	-0.4	-2.4	-3.4	-6.2	25.1	-2.0
COc1cc2c(cc1OC)/C(=C/C(=O)c1ccc([N+](=O)[O-])c(C)c1)NCC2	x	-10.2	8.2	4.3	1.6	-6.2	-15.1	13.6	0.9
COCCn1c(Cc2ccccc2)nnc1SCc1nc2ccccc2c(=O)[nH]1	0.4	3.4	23.7	2.6	-1.6	-9.5	-4.2	-2.9	-0.5
O=C(CCC(=O)NNc1nc2ccccc2c2nc(-c3ccccc3)nn12)NCCCN1CCCC1=O	1.9	-3.4	-6.9	3.4	-4.4	4.9	-2.7	-2.1	-4.4
Cc1nc(C)c(-c2ccc(SCC(=O)Nc3cccc(F)c3)nn2)s1	3.3	-3.0	-1.8	-3.0	-5.1	-12.4	4.7	4.4	-1.9
CCOc1cc2c(cc1/C=C1/NC(=O)N(CC(=O)OC)C1=O)OCO2	2.6	-4.9	15.6	1.0	-0.4	5.4	2.8	-13.1	1.7
CC(=O)N1CCC(=NNC(=O)c2cccs2)CC1	-3.5	-9.5	14.4	4.4	-2.1	7.0	4.3	-10.0	-1.2
CC1CCN(C(=S)Nc2ccc(SC(F)F)cc2)CC1	-3.8	-6.8	-5.3	-0.8	-1.2	2.9	1.9	17.4	-3.6
C=CCC1NS(=O)(=O)OCC1C(C)C (stereo unspecified)	-0.4	-8.7	9.2	3.7	-1.1	-3.8	8.7	0.6	-0.3
O=C(Nc1ccncc1)C1c2ccccc2Oc2ccccc21	1.2	-4.6	-3.9	6.8	-2.0	-15.7	-3.8	-10.5	-1.5
Cc1ccc(S(=O)(=O)CC(=O)N2CCCCCC2)cc1	9.5	-4.0	0.3	1.6	-0.4	-2.8	7.0	6.0	-0.3
C/C(=N\NC(=O)c1cc(C)[nH]n1)C(C)(C)C	3.7	9.2	-3.6	-0.5	-2.4	-1.4	8.8	-6.5	-3.9
COc1ccc(-c2nc(NC3=NCCCCC3)sc2C)cc1	1.1	-3.4	11.8	7.5	-3.7	-8.9	-1.3	-38.9	-3.0
COc1ccc(C(=O)c2ccc(N3CCN(C(=O)c4ccc(F)cc4)CC3)c(F)c2)cc1Br	-5.4	-2.4	-3.0	3.3	-3.1	-6.1	9.7	43.0	7.4
Cc1cc(Oc2ccccc2)nc(SCC(=O)Nc2ccc(Cl)c(Cl)c2)n1	6.4	-4.5	-8.2	-0.1	-0.7	-5.9	-10.6	14.1	0.6
CC(NC(=O)Nc1ccccc1)c1ccccc1 (stereo unspecified)	1.7	-6.7	25.5	-3.0	-2.9	4.9	-0.6	13.1	1.9
Cc1ncsc1CCC(=O)N1CCCC(Nc2ccc(C(C)C)cc2)C1 (stereo unspecified)	3.4	-1.1	-9.7	0.9	-5.0	-2.7	-2.5	-6.8	-1.6
CCOC(=O)Cn1nc(C)c(NC(=O)CCc2ccccc2)c1C	-1.5	-5.9	24.8	4.8	-2.7	-2.4	-0.1	-7.3	-2.2
CSc1cccc(NS(=O)(=O)c2ccc(F)cc2)c1	6.8	-7.8	6.2	2.1	-0.3	-16.8	1.9	9.5	-0.5
Cc1ccc(C(=O)NC2CCCCCC2)cc1S(=O)(=O)N1CCOCC1	2.5	-4.1	-7.3	3.4	-1.3	1.2	1.4	-5.7	0.3
CC(C)CN(CCNC(=O)c1cn(C)c2ccc(S(=O)(=O)N3CCCC3)cc2c1=O)CC(C)C	-10.0	-5.5	4.4	0.0	-1.8	4.1	3.5	6.6	-5.4
O=C(Nc1cccc(NC(=O)c2ccccc2[N+](=O)[O-])c1)c1ccccc1Cl	1.7	-4.5	-3.3	-2.4	-3.4	-10.8	7.6	-2.0	-1.4
CC(C)(C)NC(=O)c1cccc(NC(=O)c2cccc(O)c2)c1	-2.0	-2.0	-2.0	-2.7	-0.5	-17.1	-4.7	6.5	-3.2
N#Cc1ccc(Cl)cc1NC(=O)CSc1nc2nc(-c3cccs3)cc(C(F)(F)F)c2c(=O)[nH]1	3.0	x	14.1	x	-4.2	-7.0	2.2	x	-0.7
Cn1ncc2c(Sc3ccc(Cl)cc3)ncnc21	9.0	-11.8	8.9	-5.0	-2.4	5.2	3.3	-1.5	-2.8
CCc1noc(C)c1C(=O)N1CCCSC1=Nc1ccccc1C(C)C	2.5	-3.6	x	3.4	x	x	x	16.8	x
COc1cc(-c2nnn(CC(=O)NCc3ccccc3)n2)cc(OC)c1OC	0.4	0.1	9.7	-2.0	-0.7	-1.5	-14.7	4.2	-0.9
COC(=O)c1cc(S(=O)(=O)NCc2ccc3c(c2)OCO3)cn1C	-0.5	1.1	x	7.5	-2.7	-1.0	8.7	-1.1	-3.2
COc1ccc(NC(=O)CNC(=O)C2CCCCC2)cc1OC	0.3	-6.0	x	-0.8	x	x	x	2.1	x

2 compounds picked at random from the list so far:
SMILES	IDE inh	GalR3 antag	SUMO HTRF inh	IDE cell activ	IMP-1 inh	p-CIP stab down	NS3 helicase inh	CRFBP-R2 block	VIM-2 inhibitor
CCc1noc(C)c1C(=O)N1CCCSC1=Nc1ccccc1C(C)C	2.5	-3.6	x	3.4	x	x	x	16.8	x
CC1CCN(C(=S)Nc2ccc(SC(F)F)cc2)CC1	-3.8	-6.8	-5.3	-0.8	-1.2	2.9	1.9	17.4	-3.6

Record cards (already shown).
COC(=O)c1cc(S(=O)(=O)NCc2ccc3c(c2)OCO3)cn1C is listed as IDE inh = -0.5; GalR3 antag = 1.1; SUMO HTRF inh = x; IDE cell activ = 7.5; IMP-1 inh = -2.7; p-CIP stab down = -1.0; NS3 helicase inh = 8.7; CRFBP-R2 block = -1.1; VIM-2 inhibitor = -3.2
CC(NC(=O)Nc1ccccc1)c1ccccc1 (stereo unspecified) is listed as IDE inh = 1.7; GalR3 antag = -6.7; SUMO HTRF inh = 25.5; IDE cell activ = -3.0; IMP-1 inh = -2.9; p-CIP stab down = 4.9; NS3 helicase inh = -0.6; CRFBP-R2 block = 13.1; VIM-2 inhibitor = 1.9
O=C(Nc1cccc(NC(=O)c2ccccc2[N+](=O)[O-])c1)c1ccccc1Cl is listed as IDE inh = 1.7; GalR3 antag = -4.5; SUMO HTRF inh = -3.3; IDE cell activ = -2.4; IMP-1 inh = -3.4; p-CIP stab down = -10.8; NS3 helicase inh = 7.6; CRFBP-R2 block = -2.0; VIM-2 inhibitor = -1.4
